SUMO HTRF inh – inhibitors of human SUMOylation (UBC9). P63279. HTRF SUMOylation assay, SAE1/SAE2 + UBC9, in vitro. inhibition, % at 35 µM. 290,000 tested, 0.36% active. AID 2006; in the data active = inhibition above about 50%, passing the limit was not always enough; also: strong numbers were not always called active
IMP-1 inh – inhibitors of Pseudomonas aeruginosa IMP-1 metallo-beta-lactamase; AID 1556; 290,000 tested, 0.45% active; inhibition, % at 5.6 µM; purified IMP-1, nitrocefin hydrolysis, epi-absorbance fluorescence;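 active = inhibition above the mean plus 3 SD of all compounds in the same screening run, cut at about 4.5% in these data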;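 also: 0% = IMP-1 with DMSO and 100% = DMSO wells lacking enzyme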
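assay system = purified recombinant IMP-1 metallo-beta-lactamase enzyme | schedule = 15 min preincubation plus 25 min reaction at 25 °C | signal = Epi-absorbance fluorescence, 480 nm excitation, 530 nm emission | read-out basis = percent inhibition from optical density relative to buffer-blank wells | controls = IMP-1 with DMSO as 0%, enzyme-free DMSO as 100%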
NS3 helicase inh – blocks Hepatitis C virus NS3 helicase unwinding | NS3 helicase DNA unwinding, Cy5 molecular beacon fluorescence | inhibition, % at 10.9 µM | 290,000 tested, 0.56% active | AID 1800;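 active = inhibition above the mean of all tested compounds plus 3 SD, set per campaign, cut at about 35% in these data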;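 also: 0% = DMSO wells and 100% = thioflavine S control wells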
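System: NS3 helicase fragment of HCV / Schedule: 1 h at 25 °C / Control set: DMSO alone as 0% and 110 µM thioflavine S as 100% / Reagent: Cy5/quencher beacon DNA duplex and ATP to start / Technique: Cy5 fluorescence / Replication: singlicate / Evaluation: % inhibition of end-to-start signal ratio versus controls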
VIM-2 inh – blocks Pseudomonas aeruginosa VIM-2 metallo-beta-lactamase. purified VIM-2, nitrocefin hydrolysis, epi-absorbance fluorescence. inhibition, % at 5.6 µM. 290,000 tested, 0.89% active. AID 1527;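 active = inhibition above the mean of all tested compounds plus 3 SD, cutoff set per screening run, cut at about 7.5% in these data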;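 also: red hydrolysis product quenches plate fluorescence so inhibitors raise well fluorescence; 0% = enzyme with DMSO and 100% = DMSO without enzyme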
PfM18AAP inh – blocks P. falciparum M18 aspartyl aminopeptidase; 290,000 tested, 1.2% active; recombinant PfM18AAP, H-Glu-NHMec fluorogenic cleavage; inhibition, % at 7.35 µM;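 active = inhibition above the campaign mean inhibition over all tested compounds plus 3 SD, cut at about 28% in these data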;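 also: 0% = plate median of test compound wells and 100% = 2 mM ZnCl2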
p-CIP stab down – lowers stability of the mouse p/CIP coactivator protein; Q05BA5; F442A p/CIP-EGFP cells, EGFP fluorescence, 16 h; decrease of EGFP signal, % at 10 µM; 290,000 tested, 0.01% active;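 active = EGFP signal decrease of at least 30% at 10 µM or well 3 SD below plate mean, unless failing retest; inactive = the rest, including hits failing retest or dose response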; also: some compounds called inactive have numbers as strong as hits; many of its hits are not listed in these tables
DNA FID counter – counter-screen for HCV NS3 helicase inhibitors: DNA intercalator displacement | DNA fluorescent intercalator displacement, fluorescence | inhibition, % at 7.9 µM | 290,000 tested, 0.17% active | AID 1845; in the data active = inhibition above about 37%;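 also: 0% = vehicle and 100% = reference compound; higher means more ethidium bromide displaced from hairpin DNA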
IDE inh – cellular human IDE inhibition. 320,000 tested, 0.41% active. AID 434962. inhibition, % at 5.59 µM. HEK cells, FAbetaB cleavage, fluorescence polarization. P14735;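 active = percent inhibition above the average of all tested compounds plus 3 SD, set per screening campaign, cut at about 16% in these data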;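 also: IDE supplied by intact live HEK cells; FP after avidin binding of uncleaved biotin substrate so inhibition keeps polarization high; 0% = DMSO wells and 100% = 60 µM reference IDE inhibitor Ii1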
Target sequence (P14735 whole entry, looked up): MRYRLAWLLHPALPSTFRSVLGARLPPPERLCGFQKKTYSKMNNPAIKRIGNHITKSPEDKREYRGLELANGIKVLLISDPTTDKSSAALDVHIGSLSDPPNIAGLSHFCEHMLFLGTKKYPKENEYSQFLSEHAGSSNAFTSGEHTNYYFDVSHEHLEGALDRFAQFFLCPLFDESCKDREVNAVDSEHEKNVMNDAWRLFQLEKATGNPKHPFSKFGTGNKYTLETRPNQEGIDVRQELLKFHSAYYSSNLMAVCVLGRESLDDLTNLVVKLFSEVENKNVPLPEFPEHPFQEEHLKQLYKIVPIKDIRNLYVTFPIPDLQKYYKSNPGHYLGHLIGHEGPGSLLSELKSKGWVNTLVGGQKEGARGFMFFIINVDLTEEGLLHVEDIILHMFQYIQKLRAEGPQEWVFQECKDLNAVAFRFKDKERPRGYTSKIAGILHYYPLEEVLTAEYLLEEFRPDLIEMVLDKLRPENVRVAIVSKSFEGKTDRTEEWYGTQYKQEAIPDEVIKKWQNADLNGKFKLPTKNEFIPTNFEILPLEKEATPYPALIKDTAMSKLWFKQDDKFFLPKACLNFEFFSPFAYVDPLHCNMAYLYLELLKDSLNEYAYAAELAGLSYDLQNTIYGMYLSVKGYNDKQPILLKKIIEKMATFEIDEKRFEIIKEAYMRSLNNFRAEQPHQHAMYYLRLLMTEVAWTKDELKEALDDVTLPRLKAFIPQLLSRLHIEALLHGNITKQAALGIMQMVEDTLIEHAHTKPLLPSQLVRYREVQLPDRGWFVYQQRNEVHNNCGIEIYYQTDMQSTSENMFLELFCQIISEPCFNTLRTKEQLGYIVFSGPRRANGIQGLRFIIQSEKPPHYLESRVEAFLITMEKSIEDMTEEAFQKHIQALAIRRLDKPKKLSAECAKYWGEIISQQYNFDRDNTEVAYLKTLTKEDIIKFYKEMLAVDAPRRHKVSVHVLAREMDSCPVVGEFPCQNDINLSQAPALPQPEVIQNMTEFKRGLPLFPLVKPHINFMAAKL
IDE act – boosts human insulin-degrading enzyme activity in HEK cells. P14735. FAbeta-B cleavage, fluorescence polarization; 0% vehicle, 100% cell-free pure enzyme wells. activation, % at 5.96 µM. 340,000 tested, 0.073% active;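 active = activation above the mean of all tested compounds plus 3 SD, set per screening campaign, cut at about 17% in these data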
An asterisk follows results filed as active; / = not tested or not shown; & = joins results of further samples. This is a random part of the collection, and some 3.6% of all compounds hit somewhere here.

SMILES	VIM-2 inh	IDE act	NS3 helicase inh	SUMO HTRF inh	IMP-1 inh	p-CIP stab down	DNA FID counter	PfM18AAP inh	IDE inh
O=C(NCc1ccco1)C(c1ccc(F)cc1)N(Cc1cccnc1)C(=O)Cn1nnc2ccccc21 (stereo unspecified)	-1.8	4	9	19	-2.7	0	-22	-10	-4
Cc1ccc(-n2nc3c(=O)n(CC(=O)c4ccc(F)cc4)nc(C)c3c2C)cc1	-4.0	4	-4	11	-3.4	-5	-7	2	3
COc1ccc(-n2c(=O)c3ccccc3n(Cc3ccc(F)cc3)c2=O)cc1OC	-4.9	2	11	-2	-4.1	-10	-9	7	0
CCOC(=O)N1CCN(C(=O)C2CCN(S(=O)(=O)c3ccc(OCC)cc3)CC2)CC1	-0.7	-1	2	-6	-1.4	5	-48	7	-1
COc1ccc(/C(O)=C2/C(=O)C(=O)N(c3ncccn3)C2c2ccc(C(C)(C)C)cc2)cc1 (stereo unspecified)	-4.5	/	25	16	-3.4	2	-40	0	-1
Cc1ccc(-n2c(Cc3cccn3C)nnc2SCC(=O)NC2CCCCC2)cc1	0.0	8	19	14	0.1	1	-47	-1	0
COc1ccc(N2CCN(C(=O)C3CC(O)CN3S(=O)(=O)c3ccc([N+](=O)[O-])cc3)CC2)cc1 (stereo unspecified)	-3.7	4	5	-14	-3.5	-3	-12	5	-2
CC(C)(C)c1ccc(C(=O)NNC(=S)NCC2CCCO2)cc1 (stereo unspecified)	-3.6	-4	-6	9	-2.5	3	-9	1	1
O=C(O)C1C2C=CC(C2)C1C(=O)NCc1ccoc1 (stereo unspecified)	0.0	-1	2	15	-0.4	-11	-3	-13	7
COc1ccc(NC(=O)c2nc[nH]c2C(=O)N[C@H](C)c2ccccc2)cc1	/	5	/	-16	/	4	/	/	4
COc1ccc(NC(=O)c2oc3ccccc3c2NC(=O)C2CC2)cc1OC	9.0*	5	-5	5	0.0	-4	-21	8	3
COC(=O)COc1cccc2c(=O)n(CC(=O)N3CCCc4ccccc43)ccc12	-4.1	8	5	9	-4.1	-20	-26	2	0

Single records, as listed above:
Profile of CCOC(=O)N1CCN(C(=O)C2CCN(S(=O)(=O)c3ccc(OCC)cc3)CC2)CC1 = VIM-2 inh = -0.7; IDE act = -1; NS3 helicase inh = 2; SUMO HTRF inh = -6; IMP-1 inh = -1.4; p-CIP stab down = 5; DNA FID counter = -48; PfM18AAP inh = 7; IDE inh = -1
Profile of O=C(NCc1ccco1)C(c1ccc(F)cc1)N(Cc1cccnc1)C(=O)Cn1nnc2ccccc21 (stereo unspecified) = VIM-2 inh = -1.8; IDE act = 4; NS3 helicase inh = 9; SUMO HTRF inh = 19; IMP-1 inh = -2.7; p-CIP stab down = 0; DNA FID counter = -22; PfM18AAP inh = -10; IDE inh = -4

Next part
SMILES	VIM-2 inh	IDE act	NS3 helicase inh	SUMO HTRF inh	IMP-1 inh	p-CIP stab down	DNA FID counter	PfM18AAP inh	IDE inh
Clc1ccc(-c2nnc(CSc3nnc(-c4cccs4)n3Cc3ccccc3)o2)cc1	0.3	-3	-14	-5	-2.2	-9	-28	-6	-5
Cc1ccc(C2(c3noc(CN(C)Cc4cccnc4)n3)CCCC2)cc1	-1.1	3	-10	-54	-0.9	-1	-27	-3	-2
CCOc1ccc(N(CC(=O)NC2CCCCC2)C(=O)CNC(=O)c2cccs2)cc1	-0.4	3	-3	3	-2.6	-21	-45	6	0
CC(=O)Cc1nsc(NC(=O)C2Cc3ccccc3C(=O)O2)n1 (stereo unspecified)	-1.8	5	-3	-4	-1.1	-14	-4	-13	-3
CCCc1ccc(OCC(O)CN2CCN(c3ccccn3)CC2)cc1 (stereo unspecified)	-1.1	1	-21	-4	-2.9	2	1	1	4
Cc1ccc(NC(=O)CCN2CC(C)OC(C)C2)cc1 (stereo unspecified)	-1.7	-5	5	-7	-1.7	4	-2	-2	-2
COc1ccc(C)cc1N(CC(=O)N1CCCCCC1)S(=O)(=O)c1ccc(C)cc1	1.0	1	-4	7	-0.3	-14	-44	-19	0
O=C(COc1ccccc1-c1ccccc1)N/N=C/c1ccccn1	-2.5	4	9	12	-1.1	-13	-21	0	6
COc1ccccc1C(=O)NC(=S)N1CCCc2ccccc21	-1.9	-1	-1	5	-0.6	-21	0	5	-1
O=S(=O)(N/N=C/c1ccc(N2CCOCC2)cc1)c1ccccc1	-2.2	-1	-23	-9	-1.0	-17	-2	6	-1
COC(CNC(=O)CNC(=S)N(CCCN1CCOCC1)Cc1cccs1)OC	-2.5	6	15	-1	-0.7	6	-6	-6	-5
Cc1ccccc1NC(=O)NC1(C(=O)NCCCN2CCOCC2)CCCCC1	0.5	-2	3	5	-2.4	-7	7	-8	2
CCN(CCn1cccn1)C(=O)CC1C(=O)NCCN1Cc1cccc(OC)c1OC (stereo unspecified)	-0.1	-2	10	-6	-1.2	-8	-14	-5	6
COc1cc(NC(=O)c2ccc(Br)o2)ccc1NC(=O)C(C)C	0.3	-3	-5	20	0.1	-3	-8	-8	1
CCOC(=O)/C(C#N)=C/c1cn(CCOc2ccccc2)c2ccccc12	-3.2	0	-5	-13	-4.7	-4	2	1	0
O=C(C1CCCN(S(=O)(=O)c2ccccc2)C1)N1CCN(c2ccccc2)CC1 (stereo unspecified)	-1.6	4	5	-21	-1.7	0	-36	-4	5
COC(=O)c1ccc(C2C(C(=O)c3ccc(C)o3)=C(O)C(=O)N2c2cc(C)on2)cc1 (stereo unspecified)	-0.4	2	9	9	0.0	-5	-46	5	0
CC(C)C(=O)N1CCN(c2ccc(NC(=O)c3ccc([N+](=O)[O-])o3)cc2)CC1	0.9	9	4	17	-0.1	-15	-1	-5	13
COc1ccc(CCN2C(=O)c3cccc4cccc(c34)C2=O)cc1OC	-2.5	7	-1	-1	-1.4	8	5	-13	0
O=C1CSC(c2ccc(F)cc2)N1c1nnc(C23CC4CC(CC(C4)C2)C3)s1 (stereo unspecified)	-1.7	/	-3	-3	-1.4	-1	0	3	/
COc1c2occc2c(OC)c2c(=O)cc(C(F)(F)F)oc12	-3.1	1	2	9	-3.3	-8	-1	1	-4
CC(C)(C)C(=O)NN=C1CCC(c2ccccc2)CC1 (stereo unspecified)	-2.3	-5	-3	-16	-5.9	4	-7	-3	/
COc1ccc(Cn2nnc3c(=O)[nH]c(C(=O)NCCc4ccc(F)cc4)nc32)cc1OC	1.5	4	23	19	1.1	-13	-43	-6	1
Cc1ccccc1-c1nc(SCc2cccnc2)c2c(=O)n(C)c(=O)n(C)c2n1	0.3	-1	0	2	-2.2	10	-2	-3	2
Cc1ccc(-n2c(SCC(=O)Nc3cc(C)on3)nc3ccccc3c2=O)cc1	1.9	-4	-6	7	-6.2	-2	2	3	-1
O=C(O)c1ccccc1C(=O)N1CCN(c2ncccn2)CC1	0.5	0	3	5	-0.6	7	-1	-8	/
S=C(NCCc1ccccc1)N1CCOCC1	-3.5	3	10	18	-2.0	11	-1	0	4
CON(C)S(=O)(=O)c1cccc(C(=O)Oc2ccc(N(C)S(=O)(=O)c3ccccc3)cc2)c1	-3.2	-3	-9	0	-0.1	-13	-20	-12	-5
C=CCNC(=O)C1CC=CCC1C(=O)O (stereo unspecified)	-2.3	-2	12	12	-1.4	-2	-2	7	2
COc1cc2c(cc1OC)CN(C(=O)COc1ccccc1C#N)CC2	-3.3	0	7	16	-3.6	1	-25	-8	/
Clc1ccc(-c2cn3c(n2)SCC3)cc1	-0.3	-4	12	5	0.3	10	-1	-3	2
COC(=O)/C=C\C(=O)Nc1cccc([N+](=O)[O-])c1	-2.6	-19	-1	13	-1.1	-16	0	-8	-13
O=C(C1CC(=O)N(C2CCCC2)C1)N1CCC(Cc2ccccc2)CC1 (stereo unspecified)	-2.5	0	0	6	-2.4	-3	-38	-9	5
Cn1c(/C(C#N)=C(\O)c2ccc(Cl)s2)nc2ccccc21	0.9	2	2	1	-1.8	7	1	-2	1
Cn1c(=O)c(-c2ccccc2)nc2ccccc21	-0.3	-1	-10	11	-2.1	-4	0	0	-2
COc1ccc(C2Nc3ccccc3NC3=C2C(=O)CC(C)(C)C3)c(OC)c1OC (stereo unspecified)	-1.9	8	6	-5	-5.3	-1	-11	8	4
O=C1CC(c2ccc(F)cc2)SC(N(c2ccccc2)c2ccccc2)=N1 (stereo unspecified)	-0.2	-2	3	-8	-4.9	-4	-11	-19	1
CC(C)Oc1ccc(CCC(=O)NNC(=S)NCc2ccccc2)cc1	-3.4	8	-10	-16	-3.6	0	-15	10	-4
O=c1cc(CO)occ1OCc1ccccc1	0.6	4	-2	-3	-2.2	-3	-1	-17	4
Oc1c(C=C2N=c3ccccc3=N2)sc(=S)n1-c1ccc(F)cc1	-3.4&-4.5	3&-3	7&7	5&-28	-1.3&-3.4	-12&5	0&2	38*	7&0
Cc1cccc(NC(=O)COc2ccc(Br)cc2/C=N/O)c1	-3.6	-4	4	-21	-2.9	-16	-9	5	9
Fc1ccc(CN2C3=NCCN3c3ccccc32)cc1	-2.8	0	-4	4	-4.2	0	6	4	3
O=C(COC(=O)c1cc([N+](=O)[O-])ccc1NCc1ccccc1Cl)NCC(F)(F)F	-1.6	-2	5	-10	2.0	-3	-1	1	-2
O=C(CN1CCCC1)Nc1c(Cl)cccc1Cl	-0.6	7	6	10	-2.7	-8	-16	-10	-2
O=c1c2cc(N3CCOCC3)ccc2[nH]c(=S)n1CCCN1CCCC1	-3.2	-4	-4	42	-1.4	-5	13	-13	-5
COc1cccc(COc2cc3ccccc3nc2C)c1	-3.3	-3	-11	4	-1.4	-5	-18	2	-3
CCOC(=O)c1[nH]c(CSc2nnc(-c3ccc(OC)cc3)o2)c(C(=O)OCC)c1C	-3.3	10	-1	8	-5.9	-4	-5	-6	1
COc1ccc(-n2c(Cc3cccn3C)nnc2SCC(=O)Nc2cccc(C)c2C)cc1	-5.5	4	15	14	-4.6	-12	-40	1	0
CCOC(=O)N1CCN(C(=O)COc2ccccc2OC)CC1	0.4	2	2	-10	0.4	6	-4	-8	-1
CCOc1ccc(NC(=O)C2CC=CCC2C(=O)O)cc1 (stereo unspecified)	-7.5	0	-1	10	0.6	-2	-2	7	-2
CCS(=O)(=O)c1ccc2oc(SCC(=O)NCCc3ccccc3)nc2c1	0.2	8	-9	19	-1.3	-16	-14	-9	0
COc1ccc(S(=O)CC(=O)Nc2ccc(Cl)cc2Cl)cc1 (stereo unspecified)	-1.2	-6	6	9	-1.9	-3	-9	0	4
CC(CCN1C(Nc2ccccc2)=NC[C@@H]1C)c1ccccc1 (stereo partly specified)	-1.6	0	4	10	-1.8	-8	2	6	3
COc1cc(C(=O)NC(C)c2ccc(-n3ccnc3)cc2)cc(OC)c1C (stereo unspecified)	2.9	1	-5	8	-1.8	3	-12	6	2
